Pin1 inh: human Pin1 inhibition; Pin1 FP peptide displacement, HiFluor488, 10 min; Q13526; Potency, µM (highest dose often 115 µM), for the others: at the top dose activity, negative = inhibition, hits mostly inhibitors; 390,000 compounds, 0.009% hits; active = well fitted inhibition curve with a large enough effect in the polarisation, with a control signal flat, not every such curve was filed as active; inconclusive = small, poorly fitted or top-dose-only effect, or effect the other way, or a change in a side signal; inactive = no such curve, though single readings can be large or run the other way; the % refers to the polarisation; also: potency is read from the fitted curve at half-maximal effect; % is scaled to controls: 0 for no effect and ±100 for the full control effect
Target sequence (Q13526 whole entry, looked up): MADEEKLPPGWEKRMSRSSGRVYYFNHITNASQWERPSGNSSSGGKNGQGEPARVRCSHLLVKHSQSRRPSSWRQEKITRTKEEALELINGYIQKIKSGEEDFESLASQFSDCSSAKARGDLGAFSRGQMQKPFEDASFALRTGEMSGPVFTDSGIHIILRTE
TrxR1 inh: rat TrxR1 inhibition. 390,000 compounds, 1% hits. O89049. Potency, µM (top dose mostly 114 µM), without a hit: at the top dose activity change, negative = inhibition, most hits filed as inhibitors. recombinant rTrxR1, NADPH fluorescence consumption, selenite substrate. AID 588453; also: potency is read from the fitted curve at half-maximal effect; % is scaled to controls: 0 for no effect and ±100 for the full control effect; nearly all actives have a fitted effect of over 65% in size
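Rat TrxR1 (90 nM in the dispensed reagent) was pre-reduced with 400 uM NADPH for 5 min at room temperature, then incubated with compound for 15 min. After 400 uM selenite was added, NADPH fluorescence (Ex 340/Em 450 nm) was followed for 8 min.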
TrxR1 substrate: substrates of rat thioredoxin reductase 1. O89049. purified TrxR1 substrate turnover, NADPH consumption readout. Potency, µM (series often up to 114 µM), without a hit: at the highest dose activity change, negative = substrate turnover. 390,000 compounds, 0.01% hits. AID 588456; also: potency is read from the fitted curve at half-maximal effect; % is scaled to controls: 0 for no effect and ±100 for the full control effect; nearly all actives have a fitted effect of over 50% in size
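Rat TrxR1, dispensed at 90 nM, was prereduced with 400 uM NADPH (final) for 5 min at ~22 deg C, then incubated with compound 15 min before 400 uM selenite. A first-read NADPH fluorescence drop versus no-compound background flagged substrates.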
TRHR PAM: TRH receptor (human) allosteric enhancement. P34981. enhancement, % at 2 µM. 360,000 compounds, 0.66% hits. TRHR cells, fluo-8 calcium fluorescence, EC20 TRH enhancement. AID 493056; in the data active = enhancement above about 30%; also: 0% is about no effect
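Enhancer read-out: after compound pinning and an initial kinetic agonist-mode read, an EC20 of TRH (10 nM final) was injected and fluo-8 calcium signal (Ex 480/Em 530) followed at 1 s/cycle for 100 cycles in TRHR-expressing cells.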
IDH1 R132H inh: blocks human mutant IDH1 R132H enzyme; O75874; IDH1-R132H enzyme, NADPH consumption, diaphorase/resazurin fluorescence; Potency, µM (series often up to 76.6 µM), without a hit: at the top dose activity change, negative = inhibition, most hits filed as inhibitors; 390,000 compounds, 0.093% hits; AID 602179; also: potency is read from the fitted curve at half-maximal effect; % is scaled to controls: 0 for no effect and ±100 for the full control effect; nearly all actives have a fitted effect of over 65% in size
Target sequence (O75874 whole entry R132H, stated change not applied): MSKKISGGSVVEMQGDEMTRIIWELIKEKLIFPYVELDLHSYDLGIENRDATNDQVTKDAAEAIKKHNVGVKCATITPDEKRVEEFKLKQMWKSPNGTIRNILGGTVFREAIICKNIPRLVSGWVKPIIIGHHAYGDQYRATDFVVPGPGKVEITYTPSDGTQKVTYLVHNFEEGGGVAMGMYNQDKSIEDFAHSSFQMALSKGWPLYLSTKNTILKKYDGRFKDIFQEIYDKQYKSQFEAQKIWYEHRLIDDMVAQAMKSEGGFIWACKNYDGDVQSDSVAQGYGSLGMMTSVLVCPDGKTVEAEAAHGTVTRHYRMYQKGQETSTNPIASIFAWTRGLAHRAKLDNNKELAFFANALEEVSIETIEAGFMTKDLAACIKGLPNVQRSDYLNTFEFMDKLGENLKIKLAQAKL
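IDH1-R132H (0.5 ug/mL dispensed) in pH 7.5 Tris buffer was preincubated 30 min with compound, then given a substrate mix of 0.016 mM NADPH and 2 mM alpha-KG for 80 min at room temperature; remaining NADPH was read by diaphorase/resazurin fluorescence.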
D2 ag: activates the human D2 dopamine receptor; activation, % at 2 µM; AID 485358; P14416; 340,000 compounds, 0.53% hits; HEK293 T-REx D2 cells, calcium flux agonist mode;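 active = activation over 3 SD above normal in the single-dose calcium agonist read, cut at about 30% in these data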; also: 0% is about no effect
Target sequence (P14416 whole entry, looked up): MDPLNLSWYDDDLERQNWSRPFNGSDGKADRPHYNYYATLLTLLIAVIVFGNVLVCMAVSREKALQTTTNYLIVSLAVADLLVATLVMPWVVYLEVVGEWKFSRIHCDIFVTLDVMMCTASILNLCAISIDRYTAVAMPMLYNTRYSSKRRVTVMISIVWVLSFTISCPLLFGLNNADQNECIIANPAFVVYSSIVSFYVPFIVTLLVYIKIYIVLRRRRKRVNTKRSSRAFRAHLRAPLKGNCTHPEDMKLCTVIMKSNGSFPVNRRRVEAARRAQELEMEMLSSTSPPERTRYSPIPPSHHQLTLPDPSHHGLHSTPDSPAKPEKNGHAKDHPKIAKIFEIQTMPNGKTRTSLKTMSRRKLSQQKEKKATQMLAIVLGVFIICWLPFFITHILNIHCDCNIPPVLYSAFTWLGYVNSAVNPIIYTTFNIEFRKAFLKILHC
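Agonism scored from kinetic calcium signal (1 read/sec, 180 s) following compound pin transfer, after a 10 s baseline. Cells: HEK293 Trex line expressing inducible D2 receptor coupled to calcium, dye-loaded after overnight culture at 30 C.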
D2 antagonist: D2 dopamine receptor (human) antagonism; P14416; HEK293 TREx D2 cells, calcium flux, dopamine EC80; inhibition, % at 10 µM; 340,000 compounds, 2% hits; AID 485344; in the data active = inhibition above about 30%; also: 0% is about no effect
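Read-out: kinetic calcium fluorescence (1 cycle/s) in inducible HEK293 T-REx D2 cells after an EC80 dopamine addition that followed 180 s compound preincubation. Loss of the dopamine response indicates antagonism.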
TRHR agonist: agonists of human TRH receptor; P34981; TRHR cells, calcium flux fluo-8, FDSS agonist mode; activation, % at 2 µM; 360,000 compounds, 0.18% hits; AID 493084; in the data active = activation above about 30%; also: 0% is about no effect
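Read-out: compound-evoked intracellular calcium rise in TRHR cells, fluo-8 dye, kinetic FDSS fluorescence at 1 s/cycle following a 10-cycle baseline. Cells cultured overnight before dye loading (30 min–1.5 h, RT).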
USP1 inh: inhibitors of human USP1/UAF1 deubiquitinase; recombinant USP1/UAF1, Ub-Rhodamine cleavage fluorescence; Potency, µM (series often up to 57.1 µM), without a hit: at the top dose activity change, negative = inhibition, usual class: inhibitors; 390,000 compounds, 0.23% hits; also: potency is read from the fitted curve at half-maximal effect; % is scaled to controls: 0 for no effect and ±100 for the full control effect; nearly all actives have a fitted effect of over 60% in size; inactives centre near -12
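Step one: compound is pinned into 1nM USP1/UAF1 in HEPES pH 7.8 buffer with TCEP. Step two: 15 min room-temperature incubation. Step three: Ub-Rho (150nM final) starts cleavage, tracked by fluorescence over six one-minute reads.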
An asterisk follows results filed as active; ? = inconclusive; · = no result given; & = joins results of further samples; [ ] = another dose, or the depositor's remark. Unless noted, calls follow the shape of the dose curve; as a rule, active = well fitted inhibition curve with a large enough effect; inconclusive = small, poorly fitted or top-dose-only effect; inactive = no such curve, though single readings can be large or run the other way. These rows are one share of the data; the hit share may differ from the screen's.

SMILES	Pin1 inh	TrxR1 inh	TrxR1 substrate	TRHR PAM	IDH1 R132H inh	D2 ag	D2 antagonist	TRHR agonist	USP1 inh
CCOC(=O)c1cccc(NC(=O)/C=C/c2ccc3c(c2)OCO3)c1	3%	-21%	-11%	-2	0%	-0.7	-11	-0.3	-15%
Cc1cccn2c(=O)c(/C=C(\C#N)C(=O)NC3CCS(=O)(=O)C3)c(N3CCC(C)CC3)nc12 (stereo not given)	-8%	57%[activator]	684%[activator]	-2	-3%	-0.2	2	-0.7	-5%
COc1ccc(/C=C/c2nc(C#N)c(NC3CCCCC3)o2)cc1OC	-8%	16%	89%[activator]	-6	1%	-1.0	·	-1.7	-6%
CCOc1ccc(S(=O)(=O)N2CCC(C(=O)NCCc3ccc(S(N)(=O)=O)cc3)CC2)cc1	11%	12%	2%	1	-2%	0.0	-23	0.5	-19%
CNc1nc(C)nc(-n2nc(C)cc2C)n1	0%	-16%	-9%	-4	0%	0.0	35*	0.2	1%
Oc1[nH]c(=S)sc1C=C1N=c2ccccc2=N1	-1%	-12%[57.1 µM]	-7%[57.1 µM]	7	17%	0.5	-1	-0.3	-11%
CCOC(=O)c1ccc2c(c1)[C@@H]1C=CC[C@@H]1[C@H](c1cccc(OC)c1OC)N2	0%	18%	4%	-1	-17%	6.1	·	0.3	-10%
CC(C)CN(CCNC(=O)CCN1N=C(c2ccccc2)CCC1=O)CC(C)C	-4%	28%[57.1 µM]	-1%[57.1 µM]	-2	-16%	-0.1	·	0.1	-16%
COc1ccc(NC(=O)c2cc(Br)ccc2Cl)c([N+](=O)[O-])c1	-2%	14%[57.1 µM]	2%[57.1 µM]	-5	-3%	-1.5	-6	-0.8	-10%
CCc1ccccc1N(C)S(=O)(=O)c1ccc(-c2cc(C)no2)s1	3%	21%	6%	-8	-1%	-1.7	23	2.6	-17%
O=C(NN1CCOCC1)c1cc(-c2ccncc2)nc2ccccc12	-2%	12%[57.1 µM]	6%[57.1 µM]	-3	0%	0.1	-20	2.0	-19%
O=C(CN1CCN(S(=O)(=O)c2ccc(Cl)c(Cl)c2)CC1)N1CCCCC1	-5%	8%	-3%	0	0%	0.0	-13	0.0	-5%
O=C(O)c1ccccc1NS(=O)(=O)c1ccc2ccccc2c1	-1%	4%	1%	-3	7%	-1.9	2	-0.3	-15%
O=C(O)CC1NC(=S)N(c2ccccc2)C1=O (stereo not given)	-3%	16%	7%	6	-2%	0.0	5	0.7	0%
O=C(CCN1CCCCCC1)c1ccccc1	0%	0.89µM*	10%[11.4 µM]	1	3%	2.4	-16	0.5	-18%

Following part:
SMILES	Pin1 inh	TrxR1 inh	TrxR1 substrate	TRHR PAM	IDH1 R132H inh	D2 ag	D2 antagonist	TRHR agonist	USP1 inh
O=C(NC(=S)Nc1ccc2[nH]c(=O)[nH]c2c1)c1ccccc1F	1%	-25%	-9%	-2	0%	0.0	11	0.4	-23%
COc1ccc(N=C2S/C(=C\c3cc(C)n(C)c3C)C(=O)N2C)cc1	23%	?	-8%	·	-3%	·	·	·	-12%
O=C(Cc1ccccc1)N1CCC(c2nc(-c3ccc(F)cc3)no2)CC1	-4%	25%	6%	18	2%	0.2	17	0.3	-20%
Cc1ccc(CCN2CC(C(=O)NCCCN3CCOCC3)CC2=O)cc1 (stereo not given)	-13%	-4%[57.1 µM]	7%[57.1 µM]	-2	7%	1.0	-9	0.2	-3%
Cc1cc(C)cc(N(C(=O)c2ccccn2)C(C(=O)NC2CCCCC2)c2ccncc2)c1 (stereo not given)	4%	10%	-2%	-2	-20%	0.1	4	0.1	-4%
C[C@H](NC(=O)c1nc[nH]c1C(=O)NCC(=O)OCc1ccccc1)c1ccccc1	-12%	25%[57.1 µM]	11%[57.1 µM]	-5	10%	0.1	-11	-0.8	-22%
O=C(COc1ccc2ccc(=O)oc2c1)Nc1cccc(S(=O)(=O)N2CCCCC2)c1	-2%	13%	21%	1	-2%	·	·	0.8	-18%
COc1ccc(CNC(=O)CN2C(=O)CCSc3ccc(S(=O)(=O)N4CCCC4)cc32)cc1	-9%	19%	5%	-3	-12%	0.5	0	0.0	-20%
CCc1ccc(CN(C)C(=O)c2cc(S(=O)(=O)N3CCN(CC)CC3)ccc2Cl)cc1	3%	16%	-7%[57.1 µM]	5	1%	-0.3	-10	-0.6	1%
O=C(Nc1ccc2c(c1)OCCO2)C1CCC1	0%	-10%[57.1 µM]	1%[57.1 µM]	1	-3%	0.4	5	-0.3	7%
COc1ccc(/C=N/Nc2nc(NCc3ccco3)nc(Nc3ccc(OC)cc3)n2)cc1	13%	8%	-2%	-1	6%	-0.5	-6	-0.3	-13%
COc1ccc(C)cc1NC(=O)c1cc(S(=O)(=O)N2CCOCC2)cn1C	?	9%[57.1 µM]	6%[57.1 µM]	17&-1	-3%&-1%	-0.4&1.3	10	-0.2&-0.4	-24%&15%
COc1ccccc1N1CCN(c2nc3ccc(C)cc3nc2-n2nc(C)cc2C)CC1	6%	3%	-9%	-23	-4%	·	·	-0.6	-19%
CN(Cc1ccccc1)c1cc(Cl)nc(N)n1	-4%	25%	4%	-14	9%	0.8	-2	-0.5	-12%
C=CCc1cccc(/C=N/NC(=O)C(C)Nc2cccc(C)c2)c1O (stereo not given)	-2%	10%	-3%	1	14%	0.0	31*	0.2	-11%

(further entries)
SMILES	Pin1 inh	TrxR1 inh	TrxR1 substrate	TRHR PAM	IDH1 R132H inh	D2 ag	D2 antagonist	TRHR agonist	USP1 inh
COc1cc2c(C(=O)Nc3cc(OC)c(OC)c(OC)c3)cn(C)c(=O)c2cc1OC	6%	-15%	-5%	1	-26%	0.2	·	0.4	-15%
COc1ccc(CC(=O)Nc2cc(=O)n(C)c(=O)n2C)cc1	-3%	19%	2%	-6	6%	0.1	-7	0.3	-14%
Cc1nc2ccccc2nc1OCC(=O)N1CCN(c2ccccc2)CC1	2%	5%	4%	-2	-1%	0.7	-2	-1.4	-14%
O=C(O)c1cccc2c1C(=O)c1ccc(N3CCCC3)cc1S2(=O)=O	?	-12%	-18%	1	2%	3.5	6	15	-15%
Clc1ccc(CN2C3=NCCCN3c3ccccc32)cc1Cl	?	-10%	-6%	-7	3%	1.1	76*	0.9	-3%
CCSC1(SCC)N=C(N)C2(C#N)C(c3ccc(OC)c(OC)c3OC)C12C#N (stereo not given)	6%	45µM*	-11%	-1	-1%	-1.1	8	-1.9	-11%
CN(C)Cc1ccccc1Cc1ccccc1	1%	-1%	-1%	2	-1%	-0.2	-5	0.0	-5%
O=C(NCCCN1CCOCC1)c1ccc(S(=O)(=O)Nc2cccc(C(F)(F)F)c2)cc1	-2%	11%[57.1 µM]	2%[57.1 µM]	0	1%	0.2	-32	0.1	-16%
O=C(C1CCCN(S(=O)(=O)c2ccc(F)cc2)C1)N1CCCCCC1 (stereo not given)	3%	8%	-1%	-4	4%	0.2	-9	0.3	2%
CC(=O)c1c(C)nc(-c2ccccc2)nc1NC(=O)Cc1ccccc1	-9%	25%[57.1 µM]	7%[57.1 µM]	5	11%	·	·	-0.8	-1%
Cc1ccc(Nc2nn3c(=O)c4cc5c(cc4nc3s2)OCO5)cc1Cl	1%	8%	8%[2.29 µM]	-6	6%	0.5	·	0.5	4%
CCC(=O)N(CC)c1nc(-c2cc(OC)ccc2OC)cs1	-1%	17%	-9%	11	1%	0.0	-30	0.4	-17%
CCN(CC)CCCN(C(=O)Cn1nnc(-c2ccc(OC)c(OC)c2)n1)C(C(=O)NC(C)(C)C)c1ccc(F)cc1 (stereo not given)	0%	5%	-9%	1	-6%	0.3	-2	1.5	2%
CCOC(=O)c1sc2nc3c(cc2c1N)COC(C)(CC)C3 (stereo not given)	1%	-13%	11%	-5	3%	0.1	13	1.1	-23%
CC1Cc2nc(SCC(=O)NCC3CCCO3)n(Cc3ccccc3)c(=O)c2S1 (stereo not given)	1%	5%	5%	22	-1%	-0.9	-3	-0.7	-3%

Going on with the list.
SMILES	Pin1 inh	TrxR1 inh	TrxR1 substrate	TRHR PAM	IDH1 R132H inh	D2 ag	D2 antagonist	TRHR agonist	USP1 inh
Cc1ccc(S(=O)(=O)n2ccc(-c3ccc(OCc4c(F)cccc4Cl)cc3)n2)cc1	7%	19%	6%	4	6%	0.3	5	0.6	-10%
CN(CC(=O)Nc1ccc(N2CCOCC2)cc1)C(=O)c1ccc(CS(C)(=O)=O)cc1	1%	19%[2.29 µM]	19%[57.1 µM]	·	0%	·	·	·	-1%
COc1ccc2c(c1)c1ccc3c(c1n2C)C(=O)C=CC3=O	75%[activator]	?	17%[57.1 µM]	3	35µM*	1.2	-12	0.5	-19%
Cn1c(=O)c2c(SCC(=O)N3CCOCC3)nc(-c3ccccc3Cl)nc2n(C)c1=O	-10%	7%	5%	2	0%	-0.7	-7	-0.6	-12%
CCOC(=O)N1CCN(C(=O)CN(c2cccc(C(F)(F)F)c2)S(C)(=O)=O)CC1	2%	-4%	-7%	-2	4%	0.5	-12	-0.3	-6%
COc1ccc(C2Oc3ccccc3C3=C2C(c2cccs2)n2ncnc2N3)cc1 (stereo not given)	13%	26%	11%	5	10%	·	·	0.7	-11%
c1ccc(-c2cnnc(SCc3cn4cccnc4n3)n2)cc1	1%	0%	3%	-1	2%	0.2	19	-0.7	-15%
CC(NC(=O)CSc1n[nH]c(-c2ccccc2)n1)c1nc2ccccc2n1C (stereo not given)	-3%	34%[57.1 µM]	7%[57.1 µM]	-3	-9%	-1.7	·	0.0	-22%

Structures shown so far with a CF3 group (two):
SMILES	Pin1 inh	TrxR1 inh	TrxR1 substrate	TRHR PAM	IDH1 R132H inh	D2 ag	D2 antagonist	TRHR agonist	USP1 inh
O=C(NCCCN1CCOCC1)c1ccc(S(=O)(=O)Nc2cccc(C(F)(F)F)c2)cc1	-2%	11%[57.1 µM]	2%[57.1 µM]	0	1%	0.2	-32	0.1	-16%
CCOC(=O)N1CCN(C(=O)CN(c2cccc(C(F)(F)F)c2)S(C)(=O)=O)CC1	2%	-4%	-7%	-2	4%	0.5	-12	-0.3	-6%
